High-throughput results (PubChem)
Keap1-Nrf2 PPI: Keap1-Nrf2 (human) interaction inhibition | Q14145 | Keap1 Kelch-Nrf2 peptide fluorescence polarization, 1536-well | inhibition, % at 9.4 µM | 0.15% of 340,000 active; in the data active means inhibition above about 12%;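 further: human Keap1 Kelch domain with fluorescein labeled Nrf2 9mer peptide probe; 0% = neutral control wells and 100% = peptide positive control; higher means more block of Keap1 binding to Nrf2 peptide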
Target sequence (Q14145 whole entry, looked up, the tested form may be a part): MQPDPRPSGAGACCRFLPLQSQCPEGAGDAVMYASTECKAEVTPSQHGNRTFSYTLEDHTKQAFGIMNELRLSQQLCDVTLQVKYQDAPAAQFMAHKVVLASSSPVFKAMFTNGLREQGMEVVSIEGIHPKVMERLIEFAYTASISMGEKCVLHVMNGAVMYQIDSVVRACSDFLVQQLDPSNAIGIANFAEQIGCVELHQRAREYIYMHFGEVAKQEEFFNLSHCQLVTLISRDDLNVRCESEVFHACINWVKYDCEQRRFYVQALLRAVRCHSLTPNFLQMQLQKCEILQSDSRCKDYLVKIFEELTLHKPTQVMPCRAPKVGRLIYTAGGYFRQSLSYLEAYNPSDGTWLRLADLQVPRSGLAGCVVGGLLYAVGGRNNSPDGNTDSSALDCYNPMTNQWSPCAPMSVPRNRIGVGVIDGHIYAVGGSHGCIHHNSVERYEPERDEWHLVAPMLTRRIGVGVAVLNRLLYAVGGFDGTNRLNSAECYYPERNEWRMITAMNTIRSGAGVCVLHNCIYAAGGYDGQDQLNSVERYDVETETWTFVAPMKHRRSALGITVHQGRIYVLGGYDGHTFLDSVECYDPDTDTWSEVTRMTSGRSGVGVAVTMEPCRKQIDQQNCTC
LANA DNA inh: blocks KSHV LANA C-terminal domain binding to DNA. AID 504423. inhibition, % at 9 µM. MBP-C-LANA/FAM-LBS DNA binding, fluorescence polarization. 0.078% of 340,000 active;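 active means highest replicate inhibition at or above 60% at 9 µM, even if other replicates fall short; inactive means all replicates below 60% inhibition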;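 further: 0% = neutral control wells and 100% = 4 µM acridine orange control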
DAGLB inhibitor: diacylglycerol lipase beta (human) inhibition; Q8NCG7; HEK293T DAGLB membrane lysate, EnzChek fluorogenic substrate; inhibition, % at 5.17 µM; 0.059% of 340,000 active; in the data active means inhibition above about 34%;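 further: 0% = enzyme with vehicle and 100% = wells lacking enzyme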
Pemphigus Ab inh: blocks pemphigus antibody binding to human desmoglein-3; 0.48% of 310,000 active; DSG3-coupled beads, scFv-anti-DSG3-GFP binding, flow cytometry; stronger effect = lower value; binding (percent of control), % at 10 µM; P32926;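 active means binding more than 3 SD below its plate's average and above zero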;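 further: hits lower antibody fragment binding to DSG3; some compounds called inactive have numbers as strong as hits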
Arr AP2 block: human beta-arrestin and AP2 interaction inhibition | FITC-arrestin peptide / GST-AP2 beads, flow cytometry; AP2 beta2 appendage carries R879A mutation | inhibition, % at 10 µM | 0.31% of 340,000 active | AID 504490;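 active means inhibition above a set limit, near 3 SD of compounds lacking own fluorescence, cut at about 54% in these data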;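 further: plate controls were DMSO wells for no effect and 5 µM unlabelled arrestin peptide for full effect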
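Test system: GST-tagged AP2 beta2-adaptin appendage (R879A) on 4 µm glutathione beads; also added: fluorescein-tagged arrestin peptide at 50 nM final; timing: 12 min plus 1 h, RT; signal: flow cytometry, FL1 (488/535 nm); read-out: percent drop in bead-associated FITC signal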
CAL PDZ FP-1: inhibitors of human CAL PDZ peptide binding. inhibition, % at 20 µM. Q9HD26. 0.02% of 330,000 active. purified CAL PDZ, TMR-peptide fluorescence polarization, 1 h. AID 504414;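 active means highest replicate inhibition of at least 40%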;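 further: plate controls were DMSO neutral control wells for no effect and unlabeled competitor peptide control wells for full effect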
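Test system: purified CerCALP PDZ construct; Compound dosing: one concentration, 20 µM compound; Also added: TMR-labelled reporter peptide T*-PRC34 bound in PDZ groove; Read-out: inhibition from polarization loss; Controls: unlabelled peptide and DMSO controls; Signal: FP readout, S and P plane fluorescence; Incubation: 1 h at RT.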
V-ATPase pH: yeast V-ATPase proton transport regulation by pHLuorin. S. cerevisiae, pHLuorin cytosolic pH fluorescence. response, % at 10 µM. 0.37% of 350,000 active; in the data active means response mostly above about 7.3%, no sharp cut-off; inactive means mostly below about 5.4%; further: actives read high; inactives centre near 0; some compounds called inactive have numbers as strong as hits
CAL PDZ FP-2: CAL PDZ (human) peptide binding inhibition. Q9HD26. purified CAL PDZ, TMR-peptide fluorescence polarization, 1 h. inhibition, % at 24.9 µM. 0.92% of 300,000 active. AID 602252;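 active means mean inhibition of at least 30% with at least half of replicates also reaching 30%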;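 further: 0% = DMSO neutral control and 100% = excess unlabeled competitor peptide PRC23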
RTF Ca sens inh: cardiac RTF calcium desensitization | P19429+P45379 | IANBD-labeled cardiac RTF, Ca2+ fluorescence | inhibition, % at 7.15 µM | 0.12% of 340,000 active | AID 493244;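 active means inhibition above the mean inhibition of all tested compounds plus 3 SD, cut at about 17% in these data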;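 further: assay run at fixed EC70 calcium of 1.6 mM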
NSD2 inh: inhibitors of human histone methyltransferase NSD2 | O96028 | NSD2 peptide methylation, AlphaScreen, 120 min | inhibition, % at 12.5 µM | 0.54% of 310,000 active | AID 743445; in the data active means inhibition above about 50%
Active calls of the source: *; x = no result given. These rows are one share of the data; count on the stated rates, not on these rows.

Compound	RTF Ca sens inh	Arr AP2 block	DAGLB inhibitor	V-ATPase pH	NSD2 inh	CAL PDZ FP-1	Pemphigus Ab inh	Keap1-Nrf2 PPI	LANA DNA inh	CAL PDZ FP-2
S=C(Nc1ccc(Cl)cc1)N1CCCC1	-10	-8	1	0	x	-0.3	101	1	2.2	-3
COc1ccccc1CNC(=O)COC(=O)c1cc([N+](=O)[O-])ccc1N1CCOCC1	-7	25	3	-2	5	-1.2	101	-2	0.1	0
O=C(c1ccco1)N1CCN(c2nc(C(F)(F)F)nc3c2nnn3Cc2ccccc2)CC1	-11	17	-4	-2	2	-3.6	x	-1	-1.2	-3
O=C(c1ccc(OC2CCN(C/C=C/c3ccc(F)cc3)CC2)cc1)N1CCCCC1	-4	24	1	2	10	-2.2	102	0	1.0	-2
Cc1nn(CCC(N)=S)c2nc(-c3cccs3)cc(C(F)(F)F)c12	-7	-15	-8	2	-4	-0.8	100	2	0.6	-1
Cc1ccccc1OCCNC(=O)c1ccccc1Sc1ccccc1C#N	1	28	-2	6	0	1.6	x	0	-1.3	-4
O=C(c1ccc(-n2c(SCc3cccc(F)c3)nc3ccccc3c2=O)cc1)N1CCOCC1	2	22	1	11	x	0.2	97	-7	-1.1	x
Cc1cc(S(=O)(=O)NCC(C)C)ccc1OCC(=O)NCc1ccccn1	-2	0	-1	-2	0	-0.5	96	0	-2.3	x
Cc1[nH]c(=O)[nH]c(=O)c1NC(=O)c1ccccc1[N+](=O)[O-]	x	x	0	-1	-2	x	104	x	x	x
CC1CN(C(=O)c2cccc(S(=O)(=O)Nc3ccccc3Cl)c2)CC(C)O1 (stereo not given)	1	-8	-1	1	-1	0.1	97	0	1.5	-3
Cc1ccc(CCNS(=O)(=O)c2ccc3c(c2)NC(=O)CCS3)cc1	-5	-12	0	1	0	-3.2	98	3	-1.1	-4
O=c1c(-c2ccc(F)cc2)coc2c3c(ccc12)OCCO3	-6	3	1	-1	x	-0.7	90	0	-0.1	-1
C=C(C)CN=C1SC(C(=O)Nc2sc3c(c2C(=O)OC)CCC3)C(N)=C1C(N)=O (stereo not given)	3	-3	3	2	-3	-3.8	83	-3	-2.1	-3
Cc1sc2nc(SCC(=O)Nc3c(C)n(C)n(-c4ccccc4)c3=O)n(C)c(=O)c2c1C	9	12	-1	0	7	-0.8	x	1	-1.5	3
C#CCOCCOCCOCCNc1nc(N2CCN(C(=O)[C@H](CCCCN)n3cc(C(N)[C@H](C)CC)nn3)CC2)nc(N2CCN(C(=O)[C@H](CCC(=O)O)n3cc(C(N)[C@H](C)CC)nn3)CC2)n1 (stereo not given in full)	-15	-1	0	4	x	-1.1	110	-8	0.4	-3
O=C(O)c1ccc(NC(=S)NC(=O)c2cccnc2)cc1	-11	-1	-1	-6	-3	0.0	106	-4	-0.8	x
CC(Sc1cccc2cccc(C(=O)O)c12)C(=O)O (stereo not given)	-6	5	0	-4	1	x	121	-6	-0.2	2
C=C(C)CSc1[nH]c(=O)cc(C)c1C#N	x	25	x	1	-18	-0.6	156	2	-1.3	6
O=C(COC(=O)CCCc1c[nH]c2ccccc12)Nc1ccc2c(c1)OCO2	-1	-8	3	7	0	-0.3	x	-4	-0.4	-2
COc1ccc(/C=N/NC(=O)c2ccc(N3CCCC3=O)cc2)cc1	-15	-2	2	-2	-1	-2.1	98	0	-0.1	-3
COc1ccc(-c2c(C#Cc3ccsc3)c3cc(-c4ccc(C(N)=O)cc4)ccc3n2C)cc1	-5	-1	4	1	x	0.2	97	-7	0.8	-3
CCOc1cc(/C=N/NC(=O)C(=O)N2CCCC2)ccc1O	-3	-5	-1	1	1	x	98	-2	0.8	5
Cc1c(C(=O)Nc2ccccc2)oc2c1C(=O)CC(C)(C)C2	-3	-10	-1	-1	x	-1.4	95	-2	-0.7	x
CCCCC(=O)Nc1cc(-c2nc3ncccc3o2)ccc1C	0	17	1	2	5	-0.5	103	1	-1.4	-1
CC(=O)C[C@H](O)CC(=O)[C@H]1OC(=O)CCCCC/C=C/Cc2ccccc21	-4	12	-1	-2	x	-0.6	98	-2	-1.0	-6
O=[N+]([O-])c1cc(S(=O)(=O)C(F)(F)F)ccc1Sc1nc2ccccc2[nH]1	-9	-9	-7	4	-1	1.9	95	-2	4.9	-2
Cc1cc(NC(=O)C2CC=CCC2C(=O)O)ccc1NC(=O)c1ccccc1 (stereo not given)	0	-1	0	0	0	-3.1	103	1	-0.2	-1
O=C(CN1C(=O)NC(c2ccc(F)cc2)C1=O)Nc1ccc2c(c1)OCCO2 (stereo not given)	0	-10	2	1	0	-0.6	x	1	-1.1	-4
O=C(NCCCCNC(=O)c1ccc(F)cc1)c1ccc(F)cc1	-2	11	1	1	-2	x	106	-5	2.8	-3
CCOC(=O)c1[nH]c2ccccc2c1NC(=O)c1ccco1	-6	1	1	3	-6	0.0	x	-3	1.7	-5

Given with two lines to a compound: 10 of the compounds above
The line under a structure holds: RTF Ca sens inh | Arr AP2 block | DAGLB inhibitor | V-ATPase pH | NSD2 inh | CAL PDZ FP-1 | Pemphigus Ab inh | Keap1-Nrf2 PPI | LANA DNA inh | CAL PDZ FP-2
> Cc1ccc(CCNS(=O)(=O)c2ccc3c(c2)NC(=O)CCS3)cc1
→ -5 | -12 | 0 | 1 | 0 | -3.2 | 98 | 3 | -1.1 | -4
> O=c1c(-c2ccc(F)cc2)coc2c3c(ccc12)OCCO3
→ -6 | 3 | 1 | -1 | x | -0.7 | 90 | 0 | -0.1 | -1
> C=C(C)CN=C1SC(C(=O)Nc2sc3c(c2C(=O)OC)CCC3)C(N)=C1C(N)=O (stereo not given)
→ 3 | -3 | 3 | 2 | -3 | -3.8 | 83 | -3 | -2.1 | -3
> Cc1sc2nc(SCC(=O)Nc3c(C)n(C)n(-c4ccccc4)c3=O)n(C)c(=O)c2c1C
→ 9 | 12 | -1 | 0 | 7 | -0.8 | x | 1 | -1.5 | 3
> C#CCOCCOCCOCCNc1nc(N2CCN(C(=O)[C@H](CCCCN)n3cc(C(N)[C@H](C)CC)nn3)CC2)nc(N2CCN(C(=O)[C@H](CCC(=O)O)n3cc(C(N)[C@H](C)CC)nn3)CC2)n1 (stereo not given in full)
→ -15 | -1 | 0 | 4 | x | -1.1 | 110 | -8 | 0.4 | -3
> O=C(O)c1ccc(NC(=S)NC(=O)c2cccnc2)cc1
→ -11 | -1 | -1 | -6 | -3 | 0.0 | 106 | -4 | -0.8 | x
> CC(Sc1cccc2cccc(C(=O)O)c12)C(=O)O (stereo not given)
→ -6 | 5 | 0 | -4 | 1 | x | 121 | -6 | -0.2 | 2
> C=C(C)CSc1[nH]c(=O)cc(C)c1C#N
→ x | 25 | x | 1 | -18 | -0.6 | 156 | 2 | -1.3 | 6
> O=C(COC(=O)CCCc1c[nH]c2ccccc12)Nc1ccc2c(c1)OCO2
→ -1 | -8 | 3 | 7 | 0 | -0.3 | x | -4 | -0.4 | -2
> COc1ccc(/C=N/NC(=O)c2ccc(N3CCCC3=O)cc2)cc1
→ -15 | -2 | 2 | -2 | -1 | -2.1 | 98 | 0 | -0.1 | -3

(more compounds)
Compound	RTF Ca sens inh	Arr AP2 block	DAGLB inhibitor	V-ATPase pH	NSD2 inh	CAL PDZ FP-1	Pemphigus Ab inh	Keap1-Nrf2 PPI	LANA DNA inh	CAL PDZ FP-2
CNC(=O)NC(=O)COc1ccc2oc3c(c2c1)CCCC3	6	6	-4	0	41	-2.5	x	0	-0.8	-4
COc1ccccc1C1C(C(=O)c2cc3ccccc3o2)=C(O)C(=O)N1CCN1CCOCC1 (stereo not given)	5	18	4	-2	5	-0.9	x	-1	3.7	-3
COc1ccc(C(=NNc2ccccc2C(=O)O)c2ccc(OC)cc2)cc1	17*	-1	12	0	13	1.3	106	1	-0.9	-3
O=S(=O)(c1cccc2nonc12)N1CCN(c2ccc(F)cc2)CC1	1	19	0	8	-6	-1.3	103	0	0.3	-2
c1ccc(-c2onc(-c3ccco3)c2-c2ccc3[nH]ccc3c2)cc1	-5	8	-3	-7	x	-1.3	97	1	-1.0	-5
O=C(NN=Cc1ccc2c(c1)CCC2)c1cccc([N+](=O)[O-])c1	x	x	-1	2	4	x	102	x	x	x
O=c1c2cc(N3CCOCC3)ccc2[nH]c(=S)n1CCCN1CCCC1	-4	5	0	-4	12	0.2	100	-6	-0.4	6
CC(C)COc1ccc(CNC(=S)N/N=C/c2ccc([N+](=O)[O-])cc2)cc1	-6	-9	0	-1	3	0.2	110	-1	-1.0	0
COc1ccccc1Nc1nc(N)nc(CN2CC(C)CC(C)C2)n1 (stereo not given)	-4	9	-4	6	19	-0.7	100	-6	4.4	-6
CS(=O)(=O)N(CC(=O)N/N=C/c1cc2c(cc1Br)OCO2)c1ccccc1Br	4	25	-2	-6	x	x	97	-2	4.2	2
COc1cc(O)cc2occ(-c3ccc(O)cc3)c(=O)c12	-1	3	-2	-2	x	-0.3	104	3	1.4	-4
Nc1ccccc1/C=N\N=C/c1ccccc1N	-9	10	-5	5	x	-0.1	108	3	0.4	-5
O=C(COc1ccc(Cl)cc1)NCc1cn2cc(Cl)ccc2n1	0	9	-1	-1	-2	-0.5	100	-1	3.9	0
CNc1nc(C)nc(-c2ccccc2O)n1	0	-2	0	-2	x	-0.9	94	-3	0.5	x
CN(CC(=O)Nc1ccccc1Cl)C(=O)CN1C(=O)C2CC=CCC2C1=O (stereo not given)	-5	24	-1	-1	1	-0.6	x	1	-1.0	2
COCCn1c(SC(C)C(=O)Nc2ccc(Cl)cn2)nnc1-c1ccncc1 (stereo not given)	10	-8	-2	3	0	-0.9	110	-5	1.9	-5
NC(=O)COC(=O)CCCSc1nc2ccccc2s1	-3	6	1	5	-2	-0.3	x	-8	0.0	-2
CS(=O)(=O)c1ccc(Cl)c(NC(=O)COC(=O)c2cccc(S(=O)(=O)N3CCCCC3)c2)c1	-6	6	-2	2	-4	-4.2	119	-7	0.4	-1
Cc1ccc(-n2nc3c(=O)n(CC(=O)c4ccc(F)cc4)nc(C)c3c2C)cc1	-25	0	-1	0	1	-2.1	89	-3	-0.2	0
FC(F)(F)c1cccc(NC(=S)NCCN2CCOCC2)c1	-3	7	-2	2	-3	-0.3	93	-2	1.2	-4
CCN1C(=O)/C(=C2\SC(=S)N(c3c(C)n(C)n(-c4ccccc4)c3=O)C2=O)c2ccccc21	0	4	0	0	1	-3.1	96	2	-1.4	x
Cc1ccc(OCC(=O)NNC(=S)NC(=O)C2CC2)c(C)c1	-3	-7	0	-1	4	-2.3	x	-2	-0.8	1
O=C(CN1CCN(c2ccccc2)CC1)Nc1scc2c1c(=O)oc1ccccc12	3	10	-2	-3	-4	-1.0	94	-2	0.5	-4
